Bioassay records: PubChem BioAssay, National Center for Advancing Translational Sciences (NCATS)
TGFb SMAD3 inh – qHTS for Inhibitors of TGF-b; HepG2 CAGA-GFP TGF-b/SMAD3 reporter, GFP fluorescence, 18 h; TGF-beta stimulated, 500 pg/mL final; Potency, µM (highest dose often 46.1 µM), for the others: at the highest dose activity, negative = inhibition, usual class: inhibitors; actives 1.2% (n = 410,000); further: on the % scale 0 is the no-effect control and ±100 the full control effect; nearly all actives have a fitted effect of over 65% in size
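GFP signal (ex488/em500-530) from TGF-beta-stimulated HEPG2 CAGA-GFP cells, 500 pg/mL final, 18 h at 37 degrees C in DMEM plus 1% FBS, normalized to unstimulated and DMSO-stimulated controls.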
S2 tox – Viability Counterscreen for Primary qHTS for Inhibitors of ATXN expression | AID 651635, 2014 | S2 cells (HEK-293 line with an ATXN2-luciferase reporter) viability, CellTiter-Fluor protease fluorescence, 24 h | actives 0.49% (n = 400,000) | Potency, µM (series often up to 56.7 µM), most hits filed as cytotoxic; further: nearly all actives have a fitted effect of over 40% in size
ATXN2 expr inh – Primary qHTS for Inhibitors of ATXN expression. HEK-293 ATXN2-luciferase reporter, luminescence, 24 h. Potency, µM (doses to about 57 µM), for inactives: at the highest dose activity change, negative = inhibition, most hits filed as inhibitors. actives 0.72% (n = 360,000); further: on the % scale 0 is the no-effect control and ±100 the full control effect; nearly all actives have a fitted effect of over 55% in size
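qHTS (up to 57 uM final) was run with 24 h compound exposure of reporter cells at 37 °C. Each well was multiplexed: SteadyGlo luminescence measured ATXN2-luciferase expression after a fluorogenic Gly-Phe-AFC viability readout (25 uM final).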
EPAC2 antagonist – qHTS for Antagonist of cAMP-regulated guanine nucleotide exchange factor 2 (EPAC2): primary screen | EPAC2 GEF exchange of Rap1B-BODIPY-GDP, fluorescence | Potency, µM (top dose mostly 114 µM), for inactives: top-dose activity, negative = inhibition, most hits filed as inhibitors | actives 0.18% (n = 360,000) | AID 720708, 2013; further: on the % scale 0 is the no-effect control and ±100 the full control effect; nearly all actives have a fitted effect of over 45% in size; many of its hits are not listed in these tables
Target sequence (Q8WZA2 whole entry, looked up): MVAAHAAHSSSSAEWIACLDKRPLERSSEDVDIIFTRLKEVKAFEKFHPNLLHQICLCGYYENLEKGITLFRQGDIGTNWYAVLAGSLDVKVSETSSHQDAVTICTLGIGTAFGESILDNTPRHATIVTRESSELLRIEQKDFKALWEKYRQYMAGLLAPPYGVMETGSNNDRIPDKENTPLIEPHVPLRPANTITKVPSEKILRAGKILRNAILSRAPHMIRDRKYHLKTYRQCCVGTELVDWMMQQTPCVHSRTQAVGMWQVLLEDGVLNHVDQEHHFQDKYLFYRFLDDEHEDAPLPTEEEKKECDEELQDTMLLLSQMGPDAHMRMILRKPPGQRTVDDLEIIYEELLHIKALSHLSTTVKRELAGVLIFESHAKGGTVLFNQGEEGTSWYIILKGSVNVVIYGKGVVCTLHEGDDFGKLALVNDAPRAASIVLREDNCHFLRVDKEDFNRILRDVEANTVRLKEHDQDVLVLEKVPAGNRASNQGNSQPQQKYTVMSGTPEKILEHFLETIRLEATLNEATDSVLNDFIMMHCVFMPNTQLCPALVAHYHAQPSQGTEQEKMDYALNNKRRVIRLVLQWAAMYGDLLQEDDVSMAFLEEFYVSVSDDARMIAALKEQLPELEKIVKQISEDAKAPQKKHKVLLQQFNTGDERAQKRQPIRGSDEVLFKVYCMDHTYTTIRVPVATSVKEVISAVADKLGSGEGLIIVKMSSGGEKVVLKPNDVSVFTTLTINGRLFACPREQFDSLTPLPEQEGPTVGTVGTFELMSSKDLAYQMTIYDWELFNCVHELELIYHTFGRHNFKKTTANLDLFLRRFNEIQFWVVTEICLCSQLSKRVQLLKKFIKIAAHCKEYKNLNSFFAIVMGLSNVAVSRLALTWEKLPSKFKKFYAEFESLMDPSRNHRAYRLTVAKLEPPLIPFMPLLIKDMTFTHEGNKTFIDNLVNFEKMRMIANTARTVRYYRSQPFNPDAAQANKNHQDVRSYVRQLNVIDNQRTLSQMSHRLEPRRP
Nrf2 inh – Nrf2 qHTS screen for inhibitors. Potency, µM (titrated, usually from 46 µM), inactives show at the top dose activity change, negative = inhibition, hits mostly inhibitors. A549 ARE-Fluc reporter, luciferase luminescence, 18-24 h. actives 2.1% (n = 360,000); further: on the % scale 0 is the no-effect control and ±100 the full control effect; nearly all actives have a fitted effect of over 60% in size
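Quantitative HTS in A549 cells stably bearing an antioxidant response element-firefly luciferase construct. Inhibition of Nrf2-driven transcription was scored by luminescence after 18-24 h of compound exposure at 37 °C.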
A549 viability – Nrf2 qHTS screen for inhibitors: counterscreen for cytotoxicity. A549 ARE-Fluc cells, CellTiter-Fluor viability, 18-24 h. Potency, µM (top dose mostly 46 µM), for the others: top-dose activity change, negative = cytotoxicity, most hits filed as inhibitors. actives 0.16% (n = 390,000); further: on the % scale 0 is the no-effect control and ±100 the full control effect
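A549 ARE_Fluc cells in 5% FBS OPTI-MEM were exposed to compounds in concentration-response for 18-24 h at 37 deg C. Viability was read by CellTiter-Fluor fluorescence (Ex 405/Em 525) after 30 min, before the luciferase read.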
MCF10A rerep – A quantitative high throughput screen for small molecules that induce DNA re-replication in MCF 10a normal breast cells; actives 2.9% (n = 350,000); MCF 10A DNA re-replication, Hoechst nuclear intensity, 48 h; Potency, µM (series often up to 46.1 µM), inactives show at the highest dose activity, positive = re-replication, usual class: activators; AID 624296, 2012; further: % of control where 0% means no effect; nearly all actives have a fitted effect of over 50% in size
Nrf2 ARE act – qHTS of Nrf2 Activators; AREc32 ARE-luciferase reporter (MCF7-derived line), luminescence, 24 h; Potency, µM (series often up to 46.1 µM), for the others: at the top dose activation, most hits filed as activators; actives 0.31% (n = 410,000); further: % of control where 0% means no effect; nearly all actives have a fitted effect of over 65% in size
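AREc32_Fluc, 1000 cells/well, OPTI-MEM + 5% FBS, o/n 37 deg C 5% CO2; 23 nL cpd by pin tool, 24 hr; Steady-Glo 30 min RT, luminescence.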
HepG2 tox – qHTS for Inhibitors of TGF-b: Cytotox Counterscreen; HepG2 CAGA-GFP viability, ATP luminescence, 18 h; Potency, µM (doses to about 46.1 µM), inactives show at the highest dose activity change, negative = cytotoxicity, usual class: cytotoxic; actives 0.76% (n = 410,000); AID 588856, 2011; further: some results filed as inactive show a strong effect at the top dose
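HepG2 CAGA-GFP cells (1000/well, DMEM with 1% FBS) received compound, then TGF-beta at 500 pg/mL final, and were incubated 18 hours at 37 degrees C. Viability was read by CellTiter-Glo luminescence. Media-only wells were set as complete cell-killing and DMSO as no toxicity.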
Numbers without * were called inactive; i = inactive; u = inconclusive; x = no result given; & = joins results of further samples; [ ] = dose if it differs, or a comment. The call rests on the fitted dose curve; in most records, active means well fitted curve in the direction sought with a large enough effect; inconclusive means small, poorly fitted or top-dose-only effect, or another doubt; inactive means no such curve, though single readings can be large; an effect the other way counts as inactive or inconclusive. Potency means the concentration at half of the fitted maximal effect. An excerpt; the hit share may differ from the screen's.

Values run as follows: TGFb SMAD3 inh, S2 tox, ATXN2 expr inh, EPAC2 antagonist, Nrf2 inh, A549 viability, MCF10A rerep, Nrf2 ARE act, HepG2 tox
Cc1cc(C)nc(SCC(=O)c2c(N)n(C)c(=O)n(C)c2=O)n1
 : 19%, i, 12%, -13%, 2%, -1%, 6%, 0.1%, -5%
COc1ccc(/C(O)=C/C(=O)C(=O)Nc2c(C)n(C)n(-c3ccccc3)c2=O)cc1
 : -1%, i, 3%, 16%, 3%, -15%, u, 0.4%, -3%
Cc1cccc(N2CCN(S(=O)(=O)c3ccc4c(c3)CC(=O)N4C)CC2)c1C
 : u, i, 2%, -18%, u, -2%&3%, -1%, -0.2%&-0.1%, -25%&-33%
COc1cc(OC)cc(-c2c(C#Cc3ccsc3)c3cc(Br)ccc3n2C)c1
 : 0%, i, 1%, 3%, 25%, 0%, -1%, 7.2%, 0%
CCCCNC(=O)C1c2ccccc2OCC(=O)N1CCc1ccc(OC)c(OC)c1 (configuration not stated)
 : x, i, 7%, 9%, x, x, x, 0.3%, x
CC12CCC(C(=O)N3CCOCC3)([C@H](Br)C1=O)C2(C)C (some centres not stated)
 : 19%, i, -18%, 0%, 5%, 0%, -9%, -0.4%, -10%
COc1ccc(Nc2nc3ccccc3c3nnc(C)n23)cc1Cl
 : 0%, i, -4%, x, -7%, 10%, x, 5.4%, -18%
O=C(c1cc(Br)ccc1Cl)N1CCN(c2ccc(N3CCOCC3)nn2)CC1
 : 8%, i, -7%, 12%, -16%, -3%, u, 2.4%, -12%
CCCCN(CCCNC(=O)c1cc(Nc2ccccc2OC)nc2ccccc12)c1ccccc1
 : u, i, 15%, x, -5%, 23%, x, 0.3%, -10%
CCCCS(=O)(=O)Nc1ccc2cn[nH]c2c1
 : -8%, i, -13%, -10%, 2%, -6%, -1%, 3.4%, 8%
O=C(O)C1C2C=CC(C2)C1C(=O)Nc1cccc(C(=O)N2CCCCC2)c1 (configuration not stated)
 : -3%, i, 0%, -1%, -12%, -5%, 6%, -0.7%, -1%
COc1ccccc1CNCc1ccc(OC)c(OC)c1OC
 : -1%, i, -20%, 12%, 1%, u, -16%, -0.8%, -3%
Cc1ccc(C)c2nc3sc(C(=O)O)cc3cc12
 : 2%, i, 0%, -24%, 34%, -22%, 7%, 1.3%, -7%
O=CN1CCN(C(=O)c2ccc([N+](=O)[O-])cc2)CC1
 : -5%, i, -10%, 8%, 5%, -5%, -2%, -0.6%, -5%
CCOc1cc(S(=O)(=O)NCCCn2ccnc2)ccc1Cl
 : -22%, i, -13%, -4%, -16%, -1%, -1%, 0.5%, -13%
O=C(NNC(=O)c1cccs1)c1ccc(Cl)c([N+](=O)[O-])c1
 : -7%, i, 11%, 3%, 11%, -2%, 5%, 7.2%, 11%
CCSc1nc2c(c(=O)[nH]1)C(c1ccc(C)cc1)C1=C(CCCC1=O)N2 (configuration not stated)
 : 0%, i, -13%, 10%, -4%, -5%, u, -0.7%, -8%
COc1ccc(F)cc1S(=O)(=O)Nc1ccc2c(c1)CCCN2C(=O)c1cccs1
 : u, i, -17%, x, x, 1%, x, -0.3%, -8%
COc1cccc2cc(C(=O)N3CCCCCCC3)c(=O)oc12
 : -7%, i, 23%, 14%, -9%, 16%, 1%, 0.5%[9.22 µM], -5%
CN1CCSc2ccc(C(=O)Nc3cc(F)ccc3F)cc21
 : 8%, i, 68%[activator], -4%, u, 7%, 1%, 6.3%, -18%

Arranged by SMILES length (ascending): some entries from above
Values run as follows: TGFb SMAD3 inh, S2 tox, ATXN2 expr inh, EPAC2 antagonist, Nrf2 inh, A549 viability, MCF10A rerep, Nrf2 ARE act, HepG2 tox
COc1cc(OC)cc(-c2c(C#Cc3ccsc3)c3cc(Br)ccc3n2C)c1
 : 0%, i, 1%, 3%, 25%, 0%, -1%, 7.2%, 0%
COc1ccc(F)cc1S(=O)(=O)Nc1ccc2c(c1)CCCN2C(=O)c1cccs1
 : u, i, -17%, x, x, 1%, x, -0.3%, -8%
COc1ccc(/C(O)=C/C(=O)C(=O)Nc2c(C)n(C)n(-c3ccccc3)c2=O)cc1
 : -1%, i, 3%, 16%, 3%, -15%, u, 0.4%, -3%

(continued)
SMILES	TGFb SMAD3 inh	S2 tox	ATXN2 expr inh	EPAC2 antagonist	Nrf2 inh	A549 viability	MCF10A rerep	Nrf2 ARE act	HepG2 tox
Oc1ccc(/C=N/N2CCN(C3c4ccccc4-c4ccccc43)CC2)c(O)c1	u	u	u	0%	-14%	-6%	6.5µM*	-0.6%	-59%
COc1cccc(CNC(=O)CCC2CCCN(C(=O)c3cccc4c(C)c(C)[nH]c34)C2)c1 (configuration not stated)	-8%	u	-27%	-7%	1%	2%	10%	5.4%	-31%
N#C/C(=C\c1cccnc1)c1ccc([N+](=O)[O-])cc1	2%	u	9%	-5%	u	-2%	-1%	-0.3%	-3%
CCCCCCCNC(=O)C1(CC2CC(c3cccc(Br)c3)=NO2)CCN(C(=O)C2CCCC2)CC1 (configuration not stated)	u	u	-25%	7%	-30%	u	17%	0.0%	-13%
COc1ccc(OCC(=O)N(C)CC2COc3ccccc3O2)cc1 (configuration not stated)	-18%	i	-18%	u	-4%	11%	u	1.6%	-39%
O=C(NCC(c1cccnc1)N1CCOCC1)C(=O)Nc1cccc(Cl)c1 (configuration not stated)	20%	i	-2%	x	-7%	2%	x	1.0%	0%
O=C(CSc1cccc[n+]1[O-])Nc1ccc(C(F)(F)F)cc1[N+](=O)[O-]	11%	i	-18%	-1%	-2%	3%	5%	4.2%	-6%
CN(c1ccc(OCCOc2ccccc2Cl)cc1)S(=O)(=O)c1ccccc1	4%	i	-19%	-5%	-37%	-1%	20%	-0.5%	0%
O=C(C[C@H]1C/C=C\CC[C@@H](Cc2ccc(F)cc2)C(=O)O[C@@H](c2ccccc2)CNC1=O)N[C@@H](CO)Cc1ccccc1	-18%	i	3%	-19%	-6%	0%	1%	0.6%	-5%
CCc1nc2ccc(C(=O)NCc3cccs3)cn2c1N(CC)CCN(C)C	3%	i	2%	-6%	x	x	x	-0.5%	1%
CN(Cc1ccccc1)S(=O)(=O)c1ccc(-c2cnc(C3CC3)o2)cc1	u	u	-26%	x	x	4%	x	1.1%	-39%
Clc1ccccc1N1CCN(c2ncnc3c2c(-c2ccccc2)cn3-c2ccccc2)CC1	-9%	x	x	x	x	13%	x	2.4%	-1%

Remaining list, next part
SMILES	TGFb SMAD3 inh	S2 tox	ATXN2 expr inh	EPAC2 antagonist	Nrf2 inh	A549 viability	MCF10A rerep	Nrf2 ARE act	HepG2 tox
COC(=O)c1ccccc1NC(=O)CCNC(=O)Cn1cnc2ccccc2c1=O	-16%	i	-10%	13%	-3%	-1%	13%	-0.3%	1%
CC(=O)N1c2ccc(S(=O)(=O)NCCC(=O)Nc3ccc(OC(F)(F)F)cc3)cc2CC1C (configuration not stated)	-16%	i	-24%	-4%	18µM*	-7%	u	2.3%	-2%
CN(C)/C=N/c1nc2c(ncn2C2CC(O)C(CO)O2)c(=O)[nH]1 (configuration not stated)	-2%	x	x	x	0%	-3%	x	x	5%
COc1cc(/C=C(\C#N)c2nc3ccccc3[nH]2)cc(OC)c1O	162%[activator]	u	6%	6%	2%	-10%	u	0.3%	19%
CC(=O)c1sc2nsc(SCCN3CCCCC3)c2c1N	3%	i	36%	1%	17%	-7%	u	23%	-18%
NNC(=O)c1ccc(COc2cccc3cccnc23)cc1	-1%	i	-2%	7%	6%	9%	-10%	0.3%	3%
Cc1ccc2nc(SCC(=O)Nc3ccc(F)c([N+](=O)[O-])c3)[nH]c2c1	u	i	-8%	-7%	10%	-2%	u	u	-14%
CSCc1ccc(C(=O)OCC(=O)NC2CCCC2)o1	-1%	i	x	-1%	x	x	x	-0.8%	-14%
COc1cc(CCC(=O)OCC(=O)Nc2cc(S(=O)(=O)N3CCOCC3)ccc2Cl)cc(OC)c1OC	-35%	i	3%	-14%	0%	7%	25%	0.1%	-4%
Cc1ccc(CN(c2ccc(C(=O)Nc3cccnc3)cc2)S(C)(=O)=O)cc1	1%	i	-15%	-7%	u	10%	16%	1.5%	-1%
Cc1ccc(CSCCNC(=O)c2ccc(N(C)S(=O)(=O)c3ccccc3)cc2)cc1	19%	i	-6%	-7%	u	0%	5%	4.5%	1%
O=C(O)c1cccc(Cn2cccn2)c1	1%	i	14%	9%	u	-14%	-3%	0.2%	6%
CC(NC(=O)c1cn(C(C)c2ccccc2F)nn1)c1ccncc1 (configuration not stated)	-10%	i	3%	1%	4%	19%	14%	-0.1%	-25%
Cc1nc(-n2nc(C)c(CCC(C)C)c2C)sc1C(=O)Nc1ccc(Br)cc1	0%	i	10%	x	27%	3%	x	0.9%	-1%
C/C(=N/OC(=O)C1CC12CCC2)c1ccc(Br)cc1 (configuration not stated)	0%	i	-7%[11.3 µM]	-15%	u	-3%	0%	0.7%	-23%

Among those listed so far, 2 have a CF3 group.
SMILES	TGFb SMAD3 inh	S2 tox	ATXN2 expr inh	EPAC2 antagonist	Nrf2 inh	A549 viability	MCF10A rerep	Nrf2 ARE act	HepG2 tox
O=C(CSc1cccc[n+]1[O-])Nc1ccc(C(F)(F)F)cc1[N+](=O)[O-]	11%	i	-18%	-1%	-2%	3%	5%	4.2%	-6%
CC(=O)N1c2ccc(S(=O)(=O)NCCC(=O)Nc3ccc(OC(F)(F)F)cc3)cc2CC1C (configuration not stated)	-16%	i	-24%	-4%	18µM*	-7%	u	2.3%	-2%
